TrxR1 substrate = is turned over as a substrate by rat TrxR1. actives 0.01% (n = 390,000). Potency, µM (titrated, usually from 114 µM), for inactives: at the highest dose activity change, negative = substrate turnover. purified TrxR1 substrate turnover, NADPH consumption readout; further: potency means the concentration at half of the fitted maximal effect; on the % scale 0 is the no-effect control and ±100 the full control effect; nearly all actives have a fitted effect of over 50% in size
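Rat TrxR1, dispensed at 90 nM, was prereduced with 400 uM NADPH (final) for 5 min at ~22 deg C, then incubated with compound 15 min before 400 uM selenite. A first-read NADPH fluorescence drop versus no-compound background flagged substrates.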
D2 antag = antagonizes the human D2 dopamine receptor. HEK293 TREx D2 cells, calcium flux, dopamine EC80. inhibition, % at 10 µM. actives 2% (n = 340,000); in the data active means inhibition above about 30%; further: 0% is about no effect
Target sequence (P14416 whole entry, looked up): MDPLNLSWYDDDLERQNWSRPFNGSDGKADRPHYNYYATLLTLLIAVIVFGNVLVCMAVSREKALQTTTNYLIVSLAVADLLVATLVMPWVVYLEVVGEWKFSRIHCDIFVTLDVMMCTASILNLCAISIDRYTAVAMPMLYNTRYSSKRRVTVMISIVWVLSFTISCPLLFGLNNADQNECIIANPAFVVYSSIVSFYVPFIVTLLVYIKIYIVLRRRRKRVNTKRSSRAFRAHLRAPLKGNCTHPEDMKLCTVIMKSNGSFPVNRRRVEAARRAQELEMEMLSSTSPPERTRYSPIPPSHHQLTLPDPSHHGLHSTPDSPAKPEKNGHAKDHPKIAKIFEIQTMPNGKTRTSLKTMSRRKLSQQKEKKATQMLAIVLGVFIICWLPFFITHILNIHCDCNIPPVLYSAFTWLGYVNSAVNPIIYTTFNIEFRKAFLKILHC
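Antagonism is scored as inhibition of an EC80 dopamine-evoked calcium signal in a force-coupled, tetracycline-inducible HEK293 T-REx D2 line, with compound present 180 s before agonist.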
USP1-UAF1 inh = USP1/UAF1 (human) deubiquitinase inhibition. O94782. recombinant USP1/UAF1, Ub-Rhodamine cleavage fluorescence. Potency, µM (doses to about 57.1 µM), for the others: top-dose activity change, negative = inhibition, actives largely listed as inhibitors. actives 0.23% (n = 390,000); further: potency means the concentration at half of the fitted maximal effect; on the % scale 0 is the no-effect control and ±100 the full control effect; nearly all actives have a fitted effect of over 60% in size; inactives centre near -12
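USP1/UAF1 complex (1 nM) preincubated 15 min at room temperature with compound, then Ub-Rho substrate (150 nM final) added. Kinetic fluorescence at 480/540 nm over 6 reads at 60 s intervals; 50 mM HEPES pH 7.8, 0.5 mM EDTA, 0.1 mg/ml BSA, 1 mM TCEP, 0.01% Tween-20.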
TRHR enhancer = TRH receptor (human) allosteric enhancement; P34981; actives 0.66% (n = 360,000); enhancement, % at 2 µM; TRHR cells, fluo-8 calcium fluorescence, EC20 TRH enhancement; in the data active means enhancement above about 30%; further: 0% is about no effect
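TRHR-expressing cells loaded with fluo-8 calcium dye were read kinetically (ex 480/em 530) during compound addition, then stimulated with an EC20 of TRH (10 nM final). Enhancement of the Gq-mediated intracellular calcium response was scored.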
TrxR1 inh = rat TrxR1 inhibition; O89049; recombinant rTrxR1, NADPH fluorescence consumption, selenite substrate; Potency, µM (highest dose often 114 µM), for the others: top-dose activity change, negative = inhibition, hits mostly inhibitors; actives 1% (n = 390,000); AID 588453; further: potency means the concentration at half of the fitted maximal effect; on the % scale 0 is the no-effect control and ±100 the full control effect; nearly all actives have a fitted effect of over 65% in size
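Rat TrxR1 (90 nM in the dispensed reagent) was pre-reduced with 400 uM NADPH for 5 min at room temperature, then incubated with compound for 15 min. After 400 uM selenite was added, NADPH fluorescence (Ex 340/Em 450 nm) was followed for 8 min.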
TRHR ag = agonists of human TRH receptor. TRHR cells, calcium flux fluo-8, FDSS agonist mode. P34981. activation, % at 2 µM. actives 0.18% (n = 360,000). AID 493084; in the data active means activation above about 30%; further: 0% is about no effect
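In this calcium-flux screen, cells bearing human TRHR are dye-loaded with fluo-8, baselined for 10 cycles, then exposed to library compounds; positive kinetic calcium responses during the agonist phase mark hits, with TRH as control.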
Pin1 inhibitor = blocks the human prolyl isomerase Pin1 | Q13526 | Pin1 FP peptide displacement, HiFluor488, 10 min | Potency, µM (top dose mostly 115 µM), for the others: at the highest dose activity, negative = inhibition, hits mostly inhibitors | actives 0.009% (n = 390,000) | AID 504891; active means well fitted inhibition curve with a large enough effect in the polarisation, with a control signal flat, not every such curve was filed as active; inconclusive means small, poorly fitted or top-dose-only effect, or effect the other way, or a change in a side signal; inactive means no such curve, though single readings can be large or run the other way; the % refers to the polarisation; further: potency means the concentration at half of the fitted maximal effect; on the % scale 0 is the no-effect control and ±100 the full control effect
Target sequence (Q13526 whole entry, looked up): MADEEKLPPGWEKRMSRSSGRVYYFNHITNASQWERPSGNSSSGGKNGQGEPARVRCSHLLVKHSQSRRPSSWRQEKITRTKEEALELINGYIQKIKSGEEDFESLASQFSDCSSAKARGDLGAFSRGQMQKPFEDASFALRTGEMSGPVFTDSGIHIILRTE
D2 ag = activates the human D2 dopamine receptor. P14416. HEK293 T-REx D2 cells, calcium flux agonist mode. activation, % at 2 µM. actives 0.53% (n = 340,000). AID 485358;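 active means activation over 3 SD above normal in the single-dose calcium agonist read, cut at about 30% in these data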; further: 0% is about no effect
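Agonism scored from kinetic calcium signal (1 read/sec, 180 s) following compound pin transfer, after a 10 s baseline. Cells: HEK293 Trex line expressing inducible D2 receptor coupled to calcium, dye-loaded after overnight culture at 30 C.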
mIDH1 inhibitor = blocks human mutant IDH1 R132H enzyme. O75874. IDH1-R132H enzyme, NADPH consumption, diaphorase/resazurin fluorescence. Potency, µM (series often up to 76.6 µM), for inactives: top-dose activity change, negative = inhibition, actives largely listed as inhibitors. actives 0.093% (n = 390,000); further: potency means the concentration at half of the fitted maximal effect; on the % scale 0 is the no-effect control and ±100 the full control effect; nearly all actives have a fitted effect of over 65% in size
Target sequence (O75874 whole entry R132H, stated change not applied): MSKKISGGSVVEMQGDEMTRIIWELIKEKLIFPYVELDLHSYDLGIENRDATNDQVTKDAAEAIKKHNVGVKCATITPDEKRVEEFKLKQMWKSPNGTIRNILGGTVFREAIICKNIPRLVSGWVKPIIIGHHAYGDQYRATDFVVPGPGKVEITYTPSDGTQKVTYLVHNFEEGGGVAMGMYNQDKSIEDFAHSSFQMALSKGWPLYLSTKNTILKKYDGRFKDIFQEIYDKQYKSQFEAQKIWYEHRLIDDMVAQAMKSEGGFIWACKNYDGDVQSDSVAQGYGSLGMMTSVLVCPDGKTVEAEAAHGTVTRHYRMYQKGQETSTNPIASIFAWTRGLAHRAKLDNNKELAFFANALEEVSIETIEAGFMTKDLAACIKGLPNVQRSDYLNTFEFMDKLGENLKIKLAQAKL
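IDH1-R132H (0.5 ug/mL dispensed) in pH 7.5 Tris buffer was preincubated 30 min with compound, then given a substrate mix of 0.016 mM NADPH and 2 mM alpha-KG for 80 min at room temperature; remaining NADPH was read by diaphorase/resazurin fluorescence.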
* = called active by the depositor; u = inconclusive; x = not tested or not shown; [ ] = another dose, or the depositor's remark. Unless noted, the call rests on the fitted dose curve; in most records, active means well fitted inhibition curve with a large enough effect; inconclusive means small, poorly fitted or top-dose-only effect; inactive means no such curve, though single readings can be large or run the other way. An excerpt (hit frequency here may not be typical).

SMILES	TrxR1 substrate	D2 antag	USP1-UAF1 inh	TRHR enhancer	TrxR1 inh	TRHR ag	Pin1 inhibitor	D2 ag	mIDH1 inhibitor
Cc1ncc(S(=O)(=O)C(C)(C)C)c(N)n1	0%[57.1 µM]	-4	-3%	3	-7%[57.1 µM]	-0.2	5%	0.9	10%
O=C(NCCc1ccc(Cl)cc1)C1CC(=O)N(C2CCCCC2)C1 (stereo not given)	8%	x	-26%	x	17%	x	-2%	x	13%
CCOc1ccc(/C=C/c2nc3ccccc3n2S(=O)(=O)c2cccc(Cl)c2)cc1	-2%	x	-3%	1	22%	0.1	3%	0.4	0%
CCCC(=O)NCCc1cc2ccc(C)c(C)c2[nH]c1=O	1%	-17	-8%	1	1%	-0.2	-6%	-1.2	-9%
COCCn1cc(C(=S)N2CCCCC2)c2ccccc21	-7%[57.1 µM]	1	-16%	0	12%[57.1 µM]	-2.8	1%	-1.6	2%
COc1ccccc1NC(=S)NNC(=O)c1nn(C)c(C)c1Cl	0%	82*	1%	-20	-13%	0.3	2%	0.3	0%
O=C(NCC(c1ccc2c(c1)OCO2)N1CCN(c2ccccc2)CC1)C(=O)Nc1cccc(F)c1 (stereo not given)	6%[57.1 µM]	x	-24%	3	40%[57.1 µM]	0.8	-4%	5.6	-11%
COC(=O)CN(c1ccccc1OC)S(=O)(=O)c1ccccc1	6%	-3	-3%	-3	2%	0.1	6%	-0.5	2%
CC(=O)Oc1c(C)c(=O)n(C)c2ccccc12	3%	0	-10%	-1	1%	-0.2	-8%	-0.6	5%
COC(=O)c1ccc(CSC2=NCCS2)cc1	-16%	-5	-8%	-2	-14%	0.4	0%	0.2	-6%
CCOC(=O)c1c(C)nc2c(C)cccn12	11%[57.1 µM]	-14	-12%	4	6%[57.1 µM]	0.2	-3%	0.9	2%
CCOc1ccc(NC(=O)CCCn2nc(C)c3c(C)n(-c4ccccc4)nc3c2=O)cc1	5%[57.1 µM]	-8	-25%	-2	16%[57.1 µM]	0.2	4%	-0.8	-1%
O=C(Nc1ccc(N2CCN(C(=O)c3cccs3)CC2)cc1)c1ccccc1F	-3%	18	-11%	3	14%	-0.2	0%	0.1	-4%
COc1ccc(N2CCN(CCCNS(=O)(=O)c3ccc4c(c3)oc(=O)n4C)CC2)cc1	0%[57.1 µM]	30	-8%	17	17%[57.1 µM]	-0.8	1%	19	0%
CC(=O)Nc1ccc(-c2nnc3n(CC(C)C)c(=O)c4ccccc4n23)cc1	-1%	x	-5%	6	4%	-0.9	-2%	-0.6	-15%
CCN1C[C@@H]2[C@@H]3C(=O)N(C)C(=O)[C@@H]3[C@](CC)(C1=O)N2C(=O)c1ccc(F)cc1	12%[57.1 µM]	x	-19%	x	13%[57.1 µM]	x	-3%	x	-2%
CC[C@@H]1C=C(C(=O)O)[C@H](c2ccc(C)cc2)N1S(=O)(=O)c1ccc(C)cc1	-1%	x	-9%	x	-6%	x	1%	x	0%[38.3 µM]
Cc1cc(C)c(/C=C/c2onc(C)c2S(=O)(=O)N2CCC(C(=O)NCC(C)c3ccccc3)CC2)c(C)c1 (stereo not given)	-9%[57.1 µM]	x	-16%	8	12%[57.1 µM]	1.5	10%	2.9	-16%
Cc1ccc(NC(=O)CN(C)C(=O)CSc2nc3ccccc3o2)cc1	9%[57.1 µM]	-4	-20%	-4	16%[57.1 µM]	-0.2	5%	1.2	5%
CCOC(=O)CC1(NC(=O)C2CCC(=O)N(Cc3ccccc3F)C2)CCCCC1 (stereo not given)	-12%	-4	-5%	-1	u	1.4	-1%	-0.6	-4%
CC(C)(C)c1ccccc1NC(=O)CN1C(=O)NC2(CCCCCC2)C1=O	-1%	26	-13%	-5	9%	2.2	-5%	0.2	-1%
CNc1nc(NCc2ccccc2)nc(N)c1[N+](=O)[O-]	40%[activator]	18	-11%	16	17%	-0.4	8%	-0.8	-2%
Cc1cc(=O)c(C(=O)c2ccccc2)c(C)o1	8%	x	-5%	x	4%	x	-1%	x	3%
N#Cc1ccc(OCc2nnc(SCC(=O)N3CCCc4ccccc43)n2-c2ccccc2)cc1	-2%	4	0%	-2	7%	0.0	u	0.2	1%
Cc1nc(N)sc1Cc1ccc2c(c1)OCO2	2%	2	-18%	-4	-2%	-0.3	-13%	-0.2	2%

The listing continues:
SMILES	TrxR1 substrate	D2 antag	USP1-UAF1 inh	TRHR enhancer	TrxR1 inh	TRHR ag	Pin1 inhibitor	D2 ag	mIDH1 inhibitor
O=C(NC1CCCN(Cc2ccc(Cl)cc2)C1)c1ccoc1 (stereo not given)	1%	-15	-17%	-3	7%	0.0	-13%	-2.1	0%
COc1cccc(NC(=S)N2CCn3c(nc4ccccc43)C2)c1	2%	11	-18%	0	3%	0.0	0%	10	11%
COC(=O)c1sccc1S(=O)(=O)N1CCN(c2ccccc2OC)CC1	-4%[57.1 µM]	x	-28%	5	-3%[57.1 µM]	-0.4	1%	0.3	0%
COCCCN1CN(S(=O)(=O)c2ccc(C)cc2C)c2nc3ccccc3nc21	-1%	16	-12%	6	20%	-0.2	-1%	-0.1	5%
COc1ccc(CCN(C)C(=O)C2CCN(Cc3ccc(C)cc3)CC2)cc1OC	10%	47*	-17%	-3	36%	0.4	-2%	-0.1	1%
CC1Oc2ccccc2N(CC(=O)N2CCc3ccccc32)C1=O (stereo not given)	-8%	x	-1%	-3	-4%	-0.2	-4%	x	2%
Cc1cccc(Nc2nnc(-c3ccc(C)c(S(=O)(=O)N4CCCCC4)c3)c3ccccc23)c1	3%	x	3%	12	12%	1.0	9%	-2.5	-10%
CN1CC(C(=O)O)Cc2c1ccc1ccccc21 (stereo not given)	317%[activator]	-8	u	10	24%	0.4	-3%	-0.1	14%
COc1ccccc1C(CNC(=O)CNC(=O)c1ccc(C)c(C)c1)N1CCCC1 (stereo not given)	-1%	18	2%	1	10%	-0.3	-12%	0.5	0%
COc1ccc(C(=O)OCC(=O)NCC2CCCCC2)c(OC)c1	2%	-22	-9%	-10	19%	-0.6	-4%	-0.5	8%
Cc1cc(C)cc(-n2cc[nH]c2=S)c1	-7%[57.1 µM]	-5	-21%	4	-6%[57.1 µM]	0.2	-4%	0.0	10%
COc1cc(OC)c(S(=O)(=O)NC(C)C)cc1S(=O)(=O)NC(C)C	-4%[57.1 µM]	2	-12%	5	-1%[57.1 µM]	0.8	-1%	0.9	-1%
Cc1c(Cl)ccc2sc(N3CCN(C(=O)C(C)C)CC3)nc12	-1%[57.1 µM]	x	-36%	-2	24%[57.1 µM]	-0.1	1%	-0.4	3%
Cc1cc2c(c(=O)n1CCN(C)C)C(c1ccccc1Br)C(C#N)=C(N)O2 (stereo not given)	-5%	0	-15%	-1	-11%	-0.5	-1%	0.6	3%
Cc1sc(NC(=O)C2=COCCO2)nc1-c1ccc(F)cc1	-1%	-7	3%	-1	1%	-0.3	-2%	0.1	-2%
CCc1c(C)nc2c(Br)cccc2c1SCCC#N	-3%	-3	-14%	1	-5%	0.3	3%	-0.3	8%
O=C(CSc1nc2nccnc2c(=O)n1CCc1c[nH]c2ccccc12)Nc1ccccc1F	-6%[11.4 µM]	x	-9%	1	-7%	0.0	-1%	0.3	10%
CCCn1cc(CN2CCC(n3nccc3NC(=O)C(OC)c3ccccc3)CC2)c(C)n1 (stereo not given)	1%	0	-1%	1	8%	0.5	9%	1.1	15%
Oc1ccccc1-c1cc(-c2ccco2)[nH]n1	5%	-4	-15%	10	-18%	0.4	1%	0.7	23%
CCC(NC(=S)NCc1ccccc1)C(=O)O (stereo not given)	-2%	-1	-2%	-3	2%	-0.3	0%	-1.4	-1%
COCCCNC(=O)c1ccc(-c2csc(C)n2)cc1	8%[57.1 µM]	6	-15%	-2	-3%[57.1 µM]	0.1	8%	0.0	0%
O=C1CSC(=S)N1/N=C/c1ccc(C(F)(F)F)cc1	8%[57.1 µM]	6	-18%	-3	-61%	0.1	14%	-0.2	-2%

Of the compounds above, these have fluorine:
SMILES	TrxR1 substrate	D2 antag	USP1-UAF1 inh	TRHR enhancer	TrxR1 inh	TRHR ag	Pin1 inhibitor	D2 ag	mIDH1 inhibitor
O=C(NCC(c1ccc2c(c1)OCO2)N1CCN(c2ccccc2)CC1)C(=O)Nc1cccc(F)c1 (stereo not given)	6%[57.1 µM]	x	-24%	3	40%[57.1 µM]	0.8	-4%	5.6	-11%
O=C(Nc1ccc(N2CCN(C(=O)c3cccs3)CC2)cc1)c1ccccc1F	-3%	18	-11%	3	14%	-0.2	0%	0.1	-4%
CCN1C[C@@H]2[C@@H]3C(=O)N(C)C(=O)[C@@H]3[C@](CC)(C1=O)N2C(=O)c1ccc(F)cc1	12%[57.1 µM]	x	-19%	x	13%[57.1 µM]	x	-3%	x	-2%
CCOC(=O)CC1(NC(=O)C2CCC(=O)N(Cc3ccccc3F)C2)CCCCC1 (stereo not given)	-12%	-4	-5%	-1	u	1.4	-1%	-0.6	-4%
Cc1sc(NC(=O)C2=COCCO2)nc1-c1ccc(F)cc1	-1%	-7	3%	-1	1%	-0.3	-2%	0.1	-2%
O=C(CSc1nc2nccnc2c(=O)n1CCc1c[nH]c2ccccc12)Nc1ccccc1F	-6%[11.4 µM]	x	-9%	1	-7%	0.0	-1%	0.3	10%
O=C1CSC(=S)N1/N=C/c1ccc(C(F)(F)F)cc1	8%[57.1 µM]	6	-18%	-3	-61%	0.1	14%	-0.2	-2%

High-throughput results as filed in PubChem.
